Assay outcomes from PubChem BioAssay.
HEK293 tox: HEK 293 cell cytotoxicity | HEK 293 viability, ATP luminescence (CellTiter-Glo), 48-72 h | Potency, µM (doses to about 115 µM), without a hit: top-dose activity change, negative = cytotoxicity, hits mostly inhibitors | actives 6.6% (n = 94,000) | AID 1345083; note: potency is the fitted concentration of half-maximal effect; nearly all actives have a fitted effect of over 60% in size
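Read-out: CellTiter-Glo ATP luminescence. Cells: HEK 293, 250 cells/well. Exposure: 48 or 72 hr, 37 degree Celsius.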
SNCA expr inhib: inhibitors of alpha-synuclein (SNCA) gene expression. Potency, µM (top dose mostly 57.2 µM), inactives show at the top dose activity change, negative = inhibition, most hits filed as inhibitors. actives 0.17% (n = 140,000). HEK-293 SNCA-luciferase knock-in, luminescence, 24 h. AID 1671194;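 note: potency is the fitted concentration of half-maximal effect; plate controls were DMSO cells for no effect and cell-free wells for full effect; nearly all actives have a fitted effect of over 45% in size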
3T3 cytotox: cytotoxic compounds in NIH 3T3 cells. NIH 3T3 viability, CellTiter-Glo ATP luminescence, 48-72 h. Potency, µM (titrated, usually from 96.7 µM), for the others: at the highest dose activity change, negative = cytotoxicity, most hits filed as inhibitors. actives 4.3% (n = 94,000). AID 1345082; note: potency is the fitted concentration of half-maximal effect; nearly all actives have a fitted effect of over 55% in size
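Cytotoxicity is measured as loss of cellular ATP: NIH 3T3 cells (400/well) are exposed to compound for 48 or 72 hr at 37 °C, then CellTiter-Glo luminescence is imaged after 10 min at room temperature.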
GPT2 inh: inhibitors of human GPT2 alanine aminotransferase; Recombinant GPT2, coupled pyruvate oxidase/HRP Amplex Red fluorescence; Potency, µM (highest dose often 57.7 µM), inactives show at the highest dose activity change, negative = inhibition, actives largely listed as inhibitors; actives 0.25% (n = 100,000); AID 1671188; note: potency is the fitted concentration of half-maximal effect; nearly all actives have a fitted effect of over 60% in size; many of its hits are not listed in these tables
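GPT2 10ng/uL, a-KG 250uM, L-Ala 2mM, HEPES pH7.5 + 0.0001% Tween; 30 min RT. Then Amplex mix (PO/HRP/ThPP), 30 min RT dark, fluorescence. AOA 50uM used as positive control.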
Luciferase inh: inhibitors of firefly (Photinus pyralis) luciferase; P08659; purified P. pyralis luciferase, luminescence, biochemical; Potency, µM (top dose mostly 115 µM), for the others: at the top dose activity change, negative = inhibition, actives largely listed as inhibitors; actives 2.5% (n = 76,000); AID 1347043; note: potency is the fitted concentration of half-maximal effect; nearly all actives have a fitted effect of over 65% in size
Target sequence (P08659 whole entry, looked up): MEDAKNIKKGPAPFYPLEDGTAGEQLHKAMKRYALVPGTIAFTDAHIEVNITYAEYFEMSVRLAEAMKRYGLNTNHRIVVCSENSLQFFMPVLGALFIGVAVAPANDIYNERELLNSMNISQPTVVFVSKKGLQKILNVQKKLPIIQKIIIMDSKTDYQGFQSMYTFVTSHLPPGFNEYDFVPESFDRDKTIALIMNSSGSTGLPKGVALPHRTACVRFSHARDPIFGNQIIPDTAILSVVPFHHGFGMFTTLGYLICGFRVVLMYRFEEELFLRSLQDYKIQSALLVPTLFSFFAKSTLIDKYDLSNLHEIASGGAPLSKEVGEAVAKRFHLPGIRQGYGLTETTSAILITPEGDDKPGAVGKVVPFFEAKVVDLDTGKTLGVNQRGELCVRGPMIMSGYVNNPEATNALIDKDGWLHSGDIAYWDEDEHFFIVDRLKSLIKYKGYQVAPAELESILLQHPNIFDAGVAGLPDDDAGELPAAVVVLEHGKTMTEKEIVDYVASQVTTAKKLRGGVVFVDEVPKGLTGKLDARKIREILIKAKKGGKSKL
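FLuc 10nM, D-luciferin 10uM, ATP 10uM, Mg acetate 10mM, Tris acetate pH 7.5, Tween/BSA; cpd qHTS; enzyme added last; CCD luminescence.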
HEK293 viab: counter-screen for SNCA expression inhibitors: cell viability; HEK-293-SNCA-luc viability, GF-AFC fluorescence, 24 h; Potency, µM (top dose mostly 57.1 µM), inactives show at the highest dose activity change, negative = cytotoxicity, usual class: cytotoxic; actives 0.12% (n = 150,000);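 note: potency is the fitted concentration of half-maximal effect; 0% = DMSO-treated cells and -100% = medium-only wells without cells; nearly all actives have a fitted effect of over 30% in size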
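HEK-293-SNCA-luc cells (1500/well) plated 24 h, then exposed 24 h to a dilution series; GF-AFC added 30 min at 37C, fluorescence 405/540 nm; normalised to medium-only and DMSO wells, Hill fit.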
IP6K1 inhibitor: IP6K1 kinase inhibition. actives 0.81% (n = 140,000). activity change, % (series mostly up to about 58 µM). IP6K1 kinase, ADP-Glo luminescence, 2 h; stronger effect = lower value. AID 1645851. Q92551; in the data active = activity change below about -25%
Target sequence (Q92551 whole entry, looked up): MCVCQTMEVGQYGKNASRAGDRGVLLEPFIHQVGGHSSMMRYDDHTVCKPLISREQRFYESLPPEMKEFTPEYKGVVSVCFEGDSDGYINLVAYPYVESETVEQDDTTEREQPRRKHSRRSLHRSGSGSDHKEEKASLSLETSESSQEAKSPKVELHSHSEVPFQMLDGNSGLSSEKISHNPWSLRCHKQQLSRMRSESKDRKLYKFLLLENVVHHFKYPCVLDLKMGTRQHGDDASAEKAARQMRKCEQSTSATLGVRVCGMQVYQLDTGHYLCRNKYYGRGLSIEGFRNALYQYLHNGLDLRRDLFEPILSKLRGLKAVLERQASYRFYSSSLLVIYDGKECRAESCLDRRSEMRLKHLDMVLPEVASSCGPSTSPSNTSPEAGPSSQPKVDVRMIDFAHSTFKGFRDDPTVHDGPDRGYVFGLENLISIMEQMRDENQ
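ADP-Glo luminescence measures ADP made by human IP6K1 during a 2 h RT reaction with ATP/IP6 (mix at 1.3 mM/130 uM); top library doses 57.5 and 19.1 uM final.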
Active calls of the source: *; i = inactive; ? = inconclusive; · = not tested or not shown; [ ] = dose if it differs, or a comment. Unless noted, calls come from the whole dose curve; as a rule, active = well fitted curve in the direction sought with a large enough effect; inconclusive = small, poorly fitted or top-dose-only effect, or another doubt; inactive = no such curve, though single readings can be large; an effect the other way counts as inactive or inconclusive. Unless noted, % is set by controls: 0 for no effect and ±100 for the full control effect. Some of the compounds tested; the hit share may differ from the screen's.

Under each structure: HEK293 tox | SNCA expr inhib | 3T3 cytotox | GPT2 inh | Luciferase inh | HEK293 viab | IP6K1 inhibitor
CN(C)S(=O)(=O)n1cc(/C=C(\NC(=O)c2ccccc2F)C(=O)NCCCn2ccnc2)c2ccccc21
  · | -2% | · | · | · | -3% | 7
CCc1noc(-c2cn(C3CCN(C(=O)c4cccc(Cl)c4)CC3)nn2)n1
  ? | ? | ? | i | 19% | -5% | 25
O=C(Nc1ccc2ncnc(N3CCCCC3)c2c1)c1ccc(F)cc1F
  ? | -14% | ? | i | -6% | -3% | 14
CC(C)(C)c1ccc(C(=O)NCC(c2ccco2)S(=O)(=O)c2ccc(F)cc2)cc1 (stereo not drawn)
  · | ? | · | · | · | -15% | -12
CN(C)Cc1nnc(C2CC(NC(=O)c3ccnnc3)C2)n1C (stereo not drawn)
  -7% | -3% | -1% | i | 11% | -3% | 13
Cc1ccc(OCCC2CCN(C(=O)Cc3ccsc3)C2)cc1 (stereo not drawn)
  ? | -13% | ? | i | -7% | -1% | 4
COc1ccc(CN2C(=O)[C@@H]3C[C@@H](O)CN3C3(CN(C4CCC4)C3)C2=O)cc1
  0%[172 µM] | 4%[87.6 µM] | -1%[174 µM] | i | -1%[172 µM] | 3%[87.6 µM] | -10
O=C(NCc1cccnc1)C1CCN(C(=O)c2ccc(-c3cccs3)cc2)CC1
  ? | · | ? | · | · | · | -4
CC(CCc1ccc2c(c1)OCO2)NN (stereo not drawn)
  · | 22%[25.6 µM] | · | 1% | · | 0%[23.9 µM] | 2
Cc1cccc(CC(=O)N2CC3CC(C2)[C@H]2CCCC(=O)N2C3)c1 (stereo partly drawn)
  11% | -27% | i | i | 4% | -4% | 12
COCc1cc(C[C@@H]2CC[C@H](O)[C@@H](CNCc3ccccc3OC)O2)no1
  -16%[172 µM] | 18%[87.6 µM] | 3%[174 µM] | i | -3%[172 µM] | 0%[87.6 µM] | -3
COc1ccc(-c2nc3ccccc3n3c(-c4ccccc4)c4c(=O)n(C)c(=O)n(C)c4c23)cc1
  · | 3% | · | · | · | -4% | -8
COCCc1noc(-c2ccccc2OC2CN(S(=O)(=O)C(C)C)C2)n1
  11% | 26% | 5% | 4% | 8% | -8% | 12
CCN1CC2(CCN(C(=O)[C@H]3Cc4ccccc4CN3)CC2)CC1=O
  -15% | -20% | -13% | 0%[11.5 µM] | 12% | -7% | -17
Cc1ccc(C(=O)N2CCC(N3CC4CCCN4C3=O)CC2)cc1 (stereo not drawn)
  -3%[172 µM] | -8%[87.6 µM] | -15%[138 µM] | 1%[88.5 µM] | -3%[172 µM] | 2%[87.6 µM] | 6
CSc1cccc(NC(=O)c2ccc3c(c2)N(C)C2CCCCCN2C3=O)c1 (stereo not drawn)
  18µM* | -19% | 32µM* | i | ? | 7%[12.5 µM] | 8
CC1CCN(C(=O)C2CCN(c3nc(-c4ccccc4)nc4c3CCC4)CC2)CC1
  -3% | -12% | i | i | -8% | 18% | 6
C=C1C(=O)O[C@@H]2[C@H]1CC[C@H](C)[C@]1(CCC(=O)O1)C2(C)O (stereo partly drawn)
  · | · | · | i | · | -28% | -7
COc1ccccc1OC1CN(C(=O)C(c2cccc(F)c2)N(C)C)C1 (stereo not drawn)
  -11% | 17% | -13% | -3%[11.5 µM] | -5% | -9% | 5
O=C(Nc1cnc(-c2ccccc2)nc1)c1ccc(F)c(F)c1
  10% | 15% | i | i | -4% | 8% | -7
COc1ccc(OC)c(CNC(=O)C(C)(C)C2CCOCC2)c1
  -7% | -7% | i | i | -4% | 10%[12.5 µM] | 1
O=C(NC1CCCCC1)O[C@@H]1CO[C@H]2[C@@H]1OC[C@@H]2Nc1nccc(-c2cccs2)n1
  ? | -4%[87.6 µM] | 112µM* | 2%[88.5 µM] | -2%[172 µM] | ? | -2
COCCNc1nc2c(S(=O)(=O)c3ccc(C(C)C)cc3)nnn2c2ccccc12
  -2% | -2% | ? | i | · | 10% | 15
CN(C)C(=O)c1cccnc1OC1CCN(S(=O)(=O)Cc2cccc(Cl)c2)C1 (stereo not drawn)
  ? | 0% | -24% | -4% | 3% | 5% | 7
CN1CC[C@H]2CN(C(=O)Nc3ccccc3-c3ccccc3)C[C@H]21
  3% | 8% | 4% | -6% | 9% | 3% | 1
Cc1cccc(C)c1NC(=O)c1ccc2nc(CCc3ccccc3)oc2c1
  · | -10% | · | · | · | -22% | 24
Cc1ccc(Nc2cc(C(=O)NC3CCCC3)c3ccccc3n2)c(C)c1
  · | -11% | · | · | · | -10% | 14
COc1ccc(C2c3c(-c4c(C)cc(C)cc4O)n[nH]c3C(=O)N2Cc2ccco2)cc1 (stereo not drawn)
  · | ? | · | · | · | ? | 1
O[C@@H](CNC[C@H](O)[C@H]1CCc2cc(F)ccc2O1)[C@@H]1CCc2cc(F)ccc2O1
  · | -2%[25.6 µM] | · | 1% | · | 3%[23.9 µM] | 18
Cc1ccc(NC(=O)c2ccccc2)c(NC(=O)C2CCN(CC(N)=O)CC2)c1
  -25% | 39%[activator] | -7% | i | -10% | 2% | -2

Given field by field: part of the list above
CN(C)C(=O)c1cccnc1OC1CCN(S(=O)(=O)Cc2cccc(Cl)c2)C1 (stereo not drawn)
  HEK293 tox: ?
  SNCA expr inhib: 0%
  3T3 cytotox: -24%
  GPT2 inh: -4%
  Luciferase inh: 3%
  HEK293 viab: 5%
  IP6K1 inhibitor: 7
CN1CC[C@H]2CN(C(=O)Nc3ccccc3-c3ccccc3)C[C@H]21
  HEK293 tox: 3%
  SNCA expr inhib: 8%
  3T3 cytotox: 4%
  GPT2 inh: -6%
  Luciferase inh: 9%
  HEK293 viab: 3%
  IP6K1 inhibitor: 1
Cc1cccc(C)c1NC(=O)c1ccc2nc(CCc3ccccc3)oc2c1
  HEK293 tox: ·
  SNCA expr inhib: -10%
  3T3 cytotox: ·
  GPT2 inh: ·
  Luciferase inh: ·
  HEK293 viab: -22%
  IP6K1 inhibitor: 24
Cc1ccc(Nc2cc(C(=O)NC3CCCC3)c3ccccc3n2)c(C)c1
  HEK293 tox: ·
  SNCA expr inhib: -11%
  3T3 cytotox: ·
  GPT2 inh: ·
  Luciferase inh: ·
  HEK293 viab: -10%
  IP6K1 inhibitor: 14

Additional entries follow.
Under each structure: HEK293 tox | SNCA expr inhib | 3T3 cytotox | GPT2 inh | Luciferase inh | HEK293 viab | IP6K1 inhibitor
COc1ccc(-c2cc(C(=O)NCc3ccc(C)cc3)c3cc(C(C)C)ccc3n2)cc1
  · | 2% | · | · | · | 8% | 1
CC(C)c1ccc(S(=O)(=O)Nc2ccc3oc4c(c3c2)C(=O)CC(C)(C)C4)cc1
  · | -1% | · | · | · | ? | 2
CCc1nnc([C@@H]2CC(F)(F)CN2C(=O)c2ccc3nc[nH]c3c2)o1
  -1% | 1% | -7% | 2% | 2% | 5% | 29
CCCc1nc(C(=O)NC(CCn2cncn2)c2ccccc2)cs1 (stereo not drawn)
  -4% | 5% | -7% | ? | 3% | -22% | -3
O=C(CCC1CCCC1)NCCC1CCN(C(=O)Nc2ccc(F)cc2F)CC1
  -3% | 12% | -12% | ? | -11% | 15% | -7
O=C1NCCCCCN(C(=O)Cc2ccccc2)[C@@H]2C[C@@H](C(=O)N3CCc4ccccc4C3)C[C@H]12
  -25% | -16% | -10% | -17% | -7% | -8% | 9
CCCNC(=O)N1C[C@@H](Oc2cccnc2)C[C@@H]1C(=O)NC
  i | ? | i | i | 1% | -6% | 2
O=C(NCCc1c[nH]c2ccccc12)Nc1ccccc1C(F)(F)F
  · | -13% | · | · | · | -14% | -15
Cn1nccc1C(=O)N1[C@@H]2CC[C@H]1CC(NC(=O)c1ccncc1)C2 (stereo partly drawn)
  3% | -14% | -8% | -12% | 5% | -3% | 12
COc1ccc(N2CCN(S(=O)(=O)CCNC(=O)Cc3ccc(Cl)cc3)CC2)cc1
  · | 31%[activator] | · | · | · | -2% | 13
CC1=NOC2(CCCN(C(=O)c3ccccc3)C2)C1 (stereo not drawn)
  i | 7%[87.6 µM] | -4%[174 µM] | i | · | -3%[87.6 µM] | -1
COC(=O)c1ccc(CN2C(=O)[C@@H]3C[C@@H](O)CN3C3(CN(Cc4ccccc4F)C3)C2=O)cc1
  -1% | -8% | 1% | 4% | -4% | 4% | 1
O=C(c1ccc(Cl)cc1)N1CCn2c(nn(-c3ccc(C(F)(F)F)cc3)c2=O)C1
  -4% | -11% | -3% | -10% | · | 10% | 8
Cc1ccc(NC(=O)C2CCN(c3cc(C(F)(F)F)ncn3)CC2)c(C)c1
  ? | ? | -17% | i | 3% | -4% | 8
CCS(=O)(=O)N1C[C@@H](C(=O)NCc2ccc(C)o2)[C@H](c2ccncc2)C1
  -5% | -11% | -14% | i | · | 2% | 9
Cc1nc(N2CCC(NCCN3CCCOC3=O)CC2)c2ccsc2n1
  -19% | -26% | -15% | i | -11% | 3% | 0
COc1cccc(N2CCN(C(=O)c3cc4cc5cc(C)ccc5nc4s3)CC2)c1
  · | 50%[activator] | · | · | · | 4% | 3
CN(C)[C@@H]1C[C@H](Cn2cc(-c3cccnc3)nn2)[C@@H](O)[C@H]1O
  i | -3%[87.6 µM] | -1%[138 µM] | -4%[88.5 µM] | -6%[172 µM] | -2%[87.6 µM] | -4
Cc1ccc(-c2cc(C(=O)N3CCCC3c3nncn3C(C)C)[nH]n2)cc1C (stereo not drawn)
  12% | 85%[activator] | i | i | ? | 0% | 1
O=C(Nc1ccc(Cl)cc1)N1CCn2c(nn(-c3ccc([N+](=O)[O-])cc3)c2=O)C1
  ? | 6% | ? | i | ? | -4% | 7
Cn1cnc(S(=O)(=O)N[C@H]2CCN(C(=O)c3ccco3)[C@H](C(=O)N[C@H](Cc3ccccc3)C(N)=O)C2)c1
  i | 11% | 4% | 1% | 6% | 7% | -6
CCOc1ccccc1Nc1nnc(-c2cc3cc(OC)ccc3oc2=O)s1
  · | 23% | · | · | · | 25% | -3
O=C(OCc1ccccc1)N1CCOCC12CCN(Cc1ccc3[nH]ccc3c1)CC2
  ? | 2%[87.6 µM] | ? | -11%[88.5 µM] | -1%[172 µM] | -14%[87.6 µM] | 5
COC(=O)c1sc2cccc(F)c2c1S(=O)(=O)N1CCN(c2ccc(F)cc2)CC1
  · | 19% | · | · | · | -3% | -5
N=C(N)SCCN
  · | 11% | · | i | · | -10% | ·
CCC(C)NC(=O)Cc1csc2nc(C)c(-c3cc(C)n(-c4ccc(C)cc4)n3)c(=O)n12 (stereo not drawn)
  -9% | -14% | -15% | i | 0% | 5% | 25
